SKKanGAS inh – blocks kanamycin growth of S. pyogenes SKKanGAS strain. BacTiter-Glo, 6 h. AID 1662. hit rate 1.3% among 300,000. inhibition, % at 7.5 µM;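 active means mean replicate score, as percent of positive control median, at least 50; inconclusive means mean below 50 but one replicate at or above 50; inactive means mean and every replicate below 50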;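 further: strain carries kanamycin resistance gene driven by streptokinase promoter and grows in 40 µg/ml kanamycin; loss of luminescence reflects streptokinase promoter inhibition or plain growth inhibition; 0% = median of DMSO wells and 100% = positive control at its reference dose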
TRPC4 block – inhibitors of mouse TRPC4 channel; Q9QUQ5; HEK293 TRPC4beta/mu-opioid, DAMGO-evoked Fluo4 calcium flux; hits give low values; B-score at 10 µM; hit rate 0.39% among 300,000; AID 2247;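 active means B-score over 3 SD under the library average, no early fluorescence shift, positive overall ratio signal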
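material = TRPC4beta/mu-opioid receptor HEK293 cell line | probe or stimulus = sequential submaximal and maximal DAMGO stimulation | compound dosing = one concentration per compound | measured by = Fluo4 Ca2+ flux fluorescence | evaluation = integrated fluorescence ratio relative to baseline, converted to per-well B score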
HIF act – HIF pathway transcriptional activation. U2OS HRE-luciferase reporter, luminescence; normalized: DMSO 0%, desferrioxamine 100%. activation, % at 7.5 µM (by protocol). hit rate 0.32% among 300,000. AID 1910;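 active means mean activation of at least 10% of the iron chelator positive control signal, with at least half of replicates also reaching 10%; inconclusive means mean and replicate majority disagree about reaching 10%; inactive means mean and most replicates under 10%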
TRPC4 PAM – allosteric potentiators of mouse TRPC4 channel; Q9QUQ5; HEK293 TRPC4beta/mu-opioid, DAMGO EC20, Fluo-4 Ca2+ flux; hits give high values; B-score at 10 µM; hit rate 0.42% among 310,000; AID 2227;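 active means B-score of calcium response area above 5 SD of library B-scores, with initial fluorescence ratio within 5 SD of library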;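 further: B-score of integrated fluorescence ratio over time as area under calcium response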
TRPC4 act – TRPC4 (mouse) channel activation | hit rate 0.49% among 310,000 | Q9QUQ5 | AID 2237 | HEK293 TRPC4beta/mu-opioid, Fluo4 calcium fluorescence; hits give high values | B-score at 10 µM;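 active means B-score above 5 SD of library B-scores, and initial fluorescence ratio not above library mean plus 5 SD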;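 further: positive B-score marks a calcium rise read as TRPC4 activation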
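Technique: kinetic Fluo4 calcium fluorescence; Test system: TRPC4beta and mu-opioid receptor HEK293 stable cells; Measure: B-scored integrated calcium fluorescence ratio; Benchmarks: low control buffer alone, high control maximal DAMGO; Schedule: 45 min room-temperature Fluo4 loading, 110 s read.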
MrgX1 antagonist – blocks BAM8-22 activation of human MrgX1 receptor; hit rate 1.3% among 310,000; Q96LB2; B-score at 10 µM; MRGX1-HEK293 calcium flux, Fluo-4, BAM8-22 antagonism; hits give low values;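 active means calcium-response B-score plate-corrected more than 3 library SD below zero, starting fluorescence within 5 deviations, no agonist response on first addition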;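 further: peak minus trough fluorescence over baseline after final BAM8-22 challenge near maximal dose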
Target sequence (Q96LB2 whole entry, looked up): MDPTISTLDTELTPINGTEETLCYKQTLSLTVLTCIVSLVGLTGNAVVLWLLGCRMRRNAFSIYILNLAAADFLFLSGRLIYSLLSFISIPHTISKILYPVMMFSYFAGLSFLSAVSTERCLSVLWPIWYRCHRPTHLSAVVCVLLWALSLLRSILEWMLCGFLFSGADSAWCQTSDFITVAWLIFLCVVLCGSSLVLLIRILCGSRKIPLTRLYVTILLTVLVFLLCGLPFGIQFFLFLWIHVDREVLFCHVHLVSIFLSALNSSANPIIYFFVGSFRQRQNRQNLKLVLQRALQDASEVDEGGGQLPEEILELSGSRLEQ
IEC-6 cytotox – IEC-6 cytotoxicity, counter-screen for KLF5 inhibitors. hit rate 0.78% among 290,000. inhibition, % at 5 µM. luminescence viability; in the data active means inhibition above about 22%;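 further: 0% = plate median of test compound wells and 100% = cytotoxic reference compound wells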
KLF5 inh – suppresses KLF5 promoter-driven expression; hit rate 0.23% among 290,000; DLD-1 KLF5 promoter-luciferase reporter, luminescence; inhibition, % at 5 µM;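 active means inhibition above a per-plate limit of that plate's mean compound inhibition plus 3 SD, cut at about 60% in these data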;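 further: 0% = DMSO wells and 100% = LY294002 at 200 µM; higher means less KLF5 promoter-driven luciferase light; inactives centre near -14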
TRPC6 inhibitor – mouse TRPC6 channel inhibition; Q61143; HEK293-TRPC6, membrane potential dye, ACh-evoked depolarization; hits give low values; B-score at 10 µM; hit rate 1.1% among 310,000; AID 2553;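 active means B-score under library mean minus 3 SD, initial fluorescence not abnormally high, positive integrated signal ratio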;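 further: B-score derived from integrated fluorescence ratio over the kinetic read; more negative B-score means stronger inhibition of depolarization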
TRPC6 act – mouse TRPC6 channel activation | Q61143 | B-score at 10 µM | hit rate 0.13% among 310,000 | AID 2550 | HEK293-TRPC6 membrane potential dye fluorescence; hits give high values;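 active means B-score of the integrated fluorescence ratio above library mean plus 3 SD, and starting fluorescence ratio within library mean plus 5 SD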;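 further: higher score means more depolarization so channel activation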
aSyn 5UTR inh – 5' untranslated region of α-synuclein, MLPCN primary screen; alpha-synuclein 5'UTR reporter, inhibitor activity; inhibition, % (tested at 7.5 µM); hit rate 0.82% among 300,000; in the data active means inhibition above about 60%; inconclusive means no clear call, values can overlap the other calls;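 further: H4 neuroglioblastoma cells stably carrying SNCA 5'UTR luciferase fusion; 0% = DMSO wells and 100% = positive control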
An asterisk follows results filed as active; i = inactive; ? = inconclusive; . = no result given.

SMILES | SKKanGAS inh | TRPC4 block | HIF act | TRPC4 PAM | TRPC4 act | MrgX1 antagonist | IEC-6 cytotox | KLF5 inh | TRPC6 inhibitor | TRPC6 act | aSyn 5UTR inh
Cc1csc(-c2coc3cc(O)cc(C)c3c2=O)n1 | 6 | i | 1.5 | i | i | i | -8 | -9 | i | i | -207
CS(=O)(=O)N1CCC(C(=O)Nc2ccccc2Cl)CC1 | 0 | i | -1.5 | i | i | i | -2 | -53 | i | i | 3
Cc1cc(C)c(C)c(S(=O)(=O)NCCCN2CCOCC2)c1C | -8 | i | 0.1 | i | i | i | 4 | -21 | i | i | -17
CCCC(c1nnnn1C(C)(C)CC)N1CCN(C(=O)c2ccco2)CC1 (stereo not drawn) | -2 | i | -0.6 | i | i | i | -4 | -13 | i | i | -14
COc1ccc(NS(=O)(=O)c2ccc(NC(C)=O)cc2)nn1 | -11 | i | -0.3 | i | i | i | . | . | i | i | -2
Cc1nn(-c2ccccc2)c(Cl)c1C(=O)Nc1nnc(C2CCCCC2)s1 | 13 | i | -0.4 | i | i | i | 10 | -1 | i | i | 2
Cc1noc(C)c1COc1ccc(C(=O)OCC(=O)NC23CC4CC(CC(C4)C2)C3)cc1 | 3 | i | -0.6 | i | i | i | -8 | -30 | i | i | 5
COc1cc(NC(=O)C2CCCN(S(=O)(=O)c3ccc4c(c3)oc(=O)n4C)C2)cc(OC)c1 (stereo not drawn) | -3 | i | 0.2 | i | i | i | 5 | -1 | i | i | -9
COC(=O)c1ccccc1SCC(=O)Nc1ccc(N2CCOCC2)cc1 | 27 | i | 0.9 | i | i | i | 6 | -69 | i | i | -58
COC(=O)c1ccc(C2/C(=C(/O)c3ccc4c(c3)CC(C)O4)C(=O)C(=O)N2Cc2cccnc2)cc1 (stereo not drawn) | -6 | i | -0.5 | i | i | i | -8 | -11 | i | i | 4
COc1cccc(C(=O)N2CCN(C3CCN(Cc4ccccc4)CC3)CC2)c1OC | -4 | i | -0.4 | i | i | i | 6 | -29 | i | i | 1
O=c1c([N+](=O)[O-])c(N2CCCCCC2)c2ccccc2n1-c1ccccc1 | -6 | i | -0.2 | i | i | i | -10 | -7 | i | i | 29
O=C(COc1ccc(Cl)cc1)Nc1ccc2c(c1)OCO2 | -6 | i | 0.6 | i | i | i | -6 | -11 | i | i | -23
Cc1cc(C)c(C(=O)CN2C(=O)NC3(CCCCC3)C2=O)cc1C | 6 | i | -24 | i | i | i | 5 | -20 | i | i | -73
Cc1nc2ccccc2n1CCCOc1ccccc1 | -2 | i | 3.9 | i | i | i | -2 | -27 | i | i | -89
O=C(CNC(=O)c1ccco1)OCC(=O)c1ccc2c(c1)CCCC2 | -2 | i | -0.1 | i | i | i | 3 | -21 | i | i | 2
O=C(O)c1c(F)c(F)c(F)c(F)c1-c1ccc(Cl)cc1 | 1 | i | 0.0 | i | i | i | -2 | -9 | i | i | 28
O=C(O)C1C2C=CC(C2)C1C(=O)Nc1ccc2c(c1)OCCO2 (stereo not drawn) | 4 | i | 0.5 | i | i | i | -2 | -4 | i | i | -5
CCN(CC)S(=O)(=O)c1ccc(OC)c(NC(=S)Nc2cccc(C)c2C)c1 | -3 | i | -0.5 | i | i | i | -1 | -32 | i | i | -33
N#Cc1ccccc1S(=O)(=O)N1CCN(C(=O)c2cc(-c3ccccc3)nn2-c2ccccc2)CC1 | 28 | i | -0.5 | i | i | i | 0 | -24 | i | i | 21
CC(OC(=O)c1ccc(NC(=O)CC#N)cc1)C(=O)Nc1ccc2c(c1)OCCO2 (stereo not drawn) | 10 | i | 0.5 | i | i | i | . | . | i | i | 15
CCN(CC)C(=S)Oc1c(Cl)cccc1Cl | 4 | i | 0.1 | i | i | i | -12 | 2 | i | i | 14
Cc1ccc(CCNC(=O)C2CCC(CNc3c(N4CCC(C)CC4)c(=O)c3=O)CC2)cc1 (stereo not drawn) | 3 | i | -0.3 | i | i | i | -6 | 6 | i | i | 16
CC(=O)C1C(c2ccc(Br)cc2)C2C(C)=NN=C2CC1(C)O (stereo not drawn) | -6 | i | -0.1 | i | i | i | -3 | -30 | i | i | -4
Cc1ccc(C(=O)N2CCN3C(=O)c4ccccc4C23c2ccc(Cl)cc2)cc1 (stereo not drawn) | 13 | i | 0.5 | i | i | i | 17 | -9 | i | i | -69

Six records picked at random from the list so far:
SMILES | SKKanGAS inh | TRPC4 block | HIF act | TRPC4 PAM | TRPC4 act | MrgX1 antagonist | IEC-6 cytotox | KLF5 inh | TRPC6 inhibitor | TRPC6 act | aSyn 5UTR inh
COC(=O)c1ccccc1SCC(=O)Nc1ccc(N2CCOCC2)cc1 | 27 | i | 0.9 | i | i | i | 6 | -69 | i | i | -58
N#Cc1ccccc1S(=O)(=O)N1CCN(C(=O)c2cc(-c3ccccc3)nn2-c2ccccc2)CC1 | 28 | i | -0.5 | i | i | i | 0 | -24 | i | i | 21
CC(=O)C1C(c2ccc(Br)cc2)C2C(C)=NN=C2CC1(C)O (stereo not drawn) | -6 | i | -0.1 | i | i | i | -3 | -30 | i | i | -4
Cc1ccc(C(=O)N2CCN3C(=O)c4ccccc4C23c2ccc(Cl)cc2)cc1 (stereo not drawn) | 13 | i | 0.5 | i | i | i | 17 | -9 | i | i | -69
O=C(COc1ccc(Cl)cc1)Nc1ccc2c(c1)OCO2 | -6 | i | 0.6 | i | i | i | -6 | -11 | i | i | -23
COc1cc(NC(=O)C2CCCN(S(=O)(=O)c3ccc4c(c3)oc(=O)n4C)C2)cc(OC)c1 (stereo not drawn) | -3 | i | 0.2 | i | i | i | 5 | -1 | i | i | -9

(further entries)
SMILES | SKKanGAS inh | TRPC4 block | HIF act | TRPC4 PAM | TRPC4 act | MrgX1 antagonist | IEC-6 cytotox | KLF5 inh | TRPC6 inhibitor | TRPC6 act | aSyn 5UTR inh
CC1=C(C(=O)N2CCCCC2)C(c2cccs2)NC(=O)N1 (stereo not drawn) | -1 | i | -0.3 | i | i | i | 9 | 3 | i | i | 0
Cc1cc(OCC(=O)NCCCn2ccnc2)c2c(C)cc(=O)oc2c1 | -1 | i | -0.5 | i | i | i | -2 | -30 | i | i | 5
CCCCC(=O)Nc1ccc2oc(-c3ccncc3)nc2c1 | -16 | i | -0.3 | i | i | i | 2 | -75 | i | i | -31
O=C(NCCCN1CCOCC1)c1ccc2c(=O)n(Cc3ccccc3)c(=S)[nH]c2c1 | -2 | i | -0.5 | i | i | i | -3 | -22 | i | i | 11
O=C(O)c1cccc(Oc2ccccc2[N+](=O)[O-])c1 | 4 | i | -1.1 | i | i | i | 10 | 7 | i | i | -12
Cc1ccc(-c2nn(-c3ccccc3)cc2/C=C2\SC(=S)N(CC(=O)O)C2=O)cc1 | 55* | i | 0.5 | i | i | i | 2 | -13 | i | i | 19
CS(=O)(=O)N1CCN=C1SCc1ccccc1 | -12 | i | 0.2 | i | i | i | -2 | -18 | i | i | 13
CCOC(=O)C1=C(O)/C(=C/c2ccc(OCC(=O)O)c(OCC)c2)SC1=Nc1ccc(C)cc1 | 26 | i | -0.3 | i | i | i | 1 | -23 | i | i | -33
Cc1c(C(=O)OC(C)C)sc(N)c1C(=O)OC(C)C | -14 | i | 1.7 | i | i | i | -1 | -49 | i | i | -120
COc1cc(NC(=O)C(c2ccccc2)c2ccccc2)c(C(=O)O)cc1OC | 11 | i | -0.4 | i | i | i | -3 | -20 | i | i | 18
Cc1ccc(C(C(=O)NC(C)(C)C)N(C(=O)c2csnn2)c2cccc(F)c2)o1 (stereo not drawn) | -2 | i | 0.3 | i | i | i | -3 | -1 | i | i | 2
COc1ccc(-n2nc([N+](=O)[O-])c(=NCCc3ccccc3)n2O)cc1 | -2 | i | 1.4 | i | i | i | -4 | -4 | i | i | -37
COc1ccc(CNC(=O)C(=O)NCC2OCCN2C(=O)c2ccc(OC)cc2)cc1 (stereo not drawn) | -3 | i | -0.2 | i | i | i | 0 | -3 | i | i | 5
CCOc1ccccc1-c1nc(CN2CCCC2c2nccs2)c(C)o1 (stereo not drawn) | 9 | i | 0.0 | i | i | i | 0 | 3 | i | i | 10
COc1ccc(C(CC(=O)c2ccccc2)S(=O)(=O)c2ccc(C)cc2)cc1 (stereo not drawn) | 1 | i | 2.6 | i | i | i | 0 | -31 | i | i | -186
Cc1cccc(N/C=C/C(=O)c2cccs2)c1C | -5 | i | 1.8 | i | i | i | 8 | -17 | i | i | -53
CCOC(=O)c1[nH]c2ccc(OC)cc2c1NC(=O)/C=C/c1ccc2c(c1)OCO2 | -2 | i | -0.3 | i | i | i | 3 | -18 | i | i | 31
CC1CCN(C(=O)CSc2nc3ccccc3c(=O)[nH]2)CC1 | -5 | i | 0.0 | i | i | i | -4 | 8 | i | i | -21
Cc1cc(C)nc(NN=C(c2ccccc2)c2ccccc2)n1 | -4 | i | 0.0 | i | i | i | -6 | -7 | i | i | -10
O=C(COc1ccc(/C=N/NC(=O)c2cc3ccccc3o2)cc1Cl)Nc1ccccc1 | 0 | i | 1.3 | i | i | i | -5 | -29 | i | i | 101*
O=C(CC12CC3CC(CC(C3)C1)C2)Nc1ccc(C(=O)O)cc1 | 0 | i | 0.2 | i | i | i | -2 | -2 | i | i | 34
NC(=O)c1ccccc1NC(=O)/C=C/c1c(Cl)cccc1Cl | -1 | i | 3.6 | i | i | i | 2 | -56 | i | i | -189
Cc1cccc(NC(=O)c2ccc(COc3ccccc3)o2)n1 | 13 | i | 0.5 | i | i | i | -6 | -16 | i | i | -16
CC(=O)Nc1ccc(NC(=O)C(C)Sc2nc3ccccc3c(=O)n2Cc2ccco2)cc1 (stereo not drawn) | 1 | i | 0.1 | i | i | i | . | . | i | i | 13
Cc1c(Cl)cccc1-n1c(SCC(=O)NCc2ccccc2Cl)nnc1-c1ccncc1 | 6 | i | -0.5 | i | i | i | -4 | 3 | i | i | 8
Cc1cc(=O)[nH]c(N/N=C/c2c[nH]c3ccccc23)n1 | -9 | i | 0.5 | i | i | i | -3 | -18 | i | i | -21
Cc1ccc2nc3ccc(N4CCCCCCC4)nn3c(=O)c2c1 | ? | i | 2.6 | i | i | i | -5 | -48 | i | i | -150
COc1ccc(-c2csc(-c3cccs3)n2)cc1OC | -2 | i | 4.4 | i | i | i | 1 | -108 | i | i | -154
Cc1cc(NC(=O)CCC(=O)N(c2ccccc2)C(C(=O)NC2CCCC2)c2ccc(F)cc2)no1 (stereo not drawn) | 5 | i | 0.4 | i | i | i | -6 | -9 | i | i | 22

Assay outcomes: PubChem, several laboratories
